# MEX-5 binding: MEX-5 zinc finger RNA-binding disruptors – biochemical, C. elegans, fluorescence polarization, MLPCN library, primary screen; Zinc finger protein mex-5 (Caenorhabditis elegans), Q9XUB2; MEX-5/FITC-TCR2 RNA binding; stronger effect = lower value; activity score (negative = inhibition of binding), % at 10 µM; actives 0.38% (n = 300,000); AID 1832, 2009;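 active = inhibition past about -25% in most replicates, and total fluorescence under double the plate's negative control median, limit read from the data; inconclusive = replicates evenly split on the limit, or fluorescence at least double controls; inactive = too little inhibition in most replicates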;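 note: 0% = DMSO and -100% = 5 µM competing unlabeled TCR2 RNA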
# Fam108B counter: mouse Fam108B serine hydrolase inhibitors, primary screen, counter-screen for RBBP9 inhibitor project, biochemical, fluorescence polarization; recombinant Fam108B, FP-Rh probe fluorescence polarization; AID 1947, 2009; inhibition, % at 9.51 µM; actives 0.33% (n = 300,000);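 active = inhibition above the screen mean inhibition plus 3 SD, computed separately per campaign, cut at about 18% in these data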;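 note: inhibitors lower polarization as less probe binds the enzyme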
# AGP1 TOR yeast: modulators of AGP1-GFP expression in yeast TOR pathway, primary screen, cell-based, multiplex flow cytometry, S. cerevisiae, MLPCN library | 3 h; GFP as percent of DMSO wells | GFP response vs DMSO, % at 10 µM | actives 0.02% (n = 320,000);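 active = GFP response relative to DMSO above a set limit, near screen average plus 3 SD, cut at about 150% in these data; inconclusive = fewer than 70 cells counted for the yeast strain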;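 note: median GFP channel fluorescence of the gated AGP1 strain per well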
# BCLXL inh: inhibitors of human Bcl-xL, primary screen, biochemical, fluorescence polarization, HTS | actives 0.7% (n = 320,000) | GST-Bcl-xL / FITC-Bim BH3 peptide fluorescence polarization | AID 2129, 2009 | inhibition, % at 10.9 µM | Bcl-2-like protein 1 (Homo sapiens), Q07817;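 active = inhibition above the mean of all tested compounds plus 3 SD, cutoff set per campaign, cut at about 30% in these data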;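 note: 0% = DMSO wells and 100% = unlabeled Bim-BH3 peptide competitor; inhibitors lower millipolarization by displacing the labeled peptide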
# Target sequence (Q07817 whole entry, looked up): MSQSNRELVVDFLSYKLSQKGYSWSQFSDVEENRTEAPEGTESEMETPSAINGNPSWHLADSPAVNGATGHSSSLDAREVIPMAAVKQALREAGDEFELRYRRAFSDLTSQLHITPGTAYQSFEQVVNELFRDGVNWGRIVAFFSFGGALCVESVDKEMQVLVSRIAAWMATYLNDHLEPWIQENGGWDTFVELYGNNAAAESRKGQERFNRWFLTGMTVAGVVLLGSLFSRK
# GLD-1 RNA inh: GLD-1/TGE RNA complex disruptors, primary screen, biochemical, fluorescence polarization; Female germline-specific tumor suppressor gld-1 (Caenorhabditis elegans), Q17339; purified GLD-1 + fluorescein TGE RNA; inhibition, % at 5.96 µM; actives 0.44% (n = 320,000); AID 2280, 2010;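 active = percent inhibition above a per-plate cutoff, the plate mean of test compounds plus 3 SD, cut at about 30% in these data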;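 note: 0% = DMSO wells with GLD-1 and probe and 100% = wells lacking GLD-1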
# MCL1-BIM inh: inhibitors of MCL1 binding to BIM-BH3, primary screen, biochemical, fluorescence polarization; Induced myeloid leukemia cell differentiation protein Mcl-1 (Homo sapiens), Q07820; GST-MCL1 / FITC-Bim-BH3 fluorescence polarization; inhibition, % at 10.9 µM; actives 0.68% (n = 320,000);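 active = inhibition above the mean inhibition of all tested compounds plus 3 SD, set per campaign, cut at about 40% in these data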;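 note: 0% = DMSO wells and 100% = unlabeled Bim-BH3 peptide control; higher means more loss of mP so more displacement of Bim peptide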
# VLA-4 inh: inhibition in human VLA-4 binding assay, primary screen, VLA-4 allosteric modulator project, MLPCN library, flow cytometry, VLA-4 expressing cells | ligand binding flow cytometry | inhibition, % (about 7 µM as worked out from the volumes in the protocol) | Integrin alpha-4 (Homo sapiens), P13612 | actives 0.2% (n = 330,000); in the data active = inhibition above about 50%
# GRK2 inh: compounds blocking aptamer binding on GRK2 – biochemical, human GRK2, bead flow cytometry, HTS, primary screen. FAM-aptamer displacement from GRK2. inhibition of aptamer binding, % at 10 µM. actives 0.59% (n = 330,000);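 active = inhibition of aptamer binding above 40%, roughly 3 SD of noise, on plates passing a quality check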;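 note: median bead fluorescence of bound FAM aptamer so fluorescent compounds give negative values; no value below 0 was filed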
# Target sequence (P25098 whole entry, looked up): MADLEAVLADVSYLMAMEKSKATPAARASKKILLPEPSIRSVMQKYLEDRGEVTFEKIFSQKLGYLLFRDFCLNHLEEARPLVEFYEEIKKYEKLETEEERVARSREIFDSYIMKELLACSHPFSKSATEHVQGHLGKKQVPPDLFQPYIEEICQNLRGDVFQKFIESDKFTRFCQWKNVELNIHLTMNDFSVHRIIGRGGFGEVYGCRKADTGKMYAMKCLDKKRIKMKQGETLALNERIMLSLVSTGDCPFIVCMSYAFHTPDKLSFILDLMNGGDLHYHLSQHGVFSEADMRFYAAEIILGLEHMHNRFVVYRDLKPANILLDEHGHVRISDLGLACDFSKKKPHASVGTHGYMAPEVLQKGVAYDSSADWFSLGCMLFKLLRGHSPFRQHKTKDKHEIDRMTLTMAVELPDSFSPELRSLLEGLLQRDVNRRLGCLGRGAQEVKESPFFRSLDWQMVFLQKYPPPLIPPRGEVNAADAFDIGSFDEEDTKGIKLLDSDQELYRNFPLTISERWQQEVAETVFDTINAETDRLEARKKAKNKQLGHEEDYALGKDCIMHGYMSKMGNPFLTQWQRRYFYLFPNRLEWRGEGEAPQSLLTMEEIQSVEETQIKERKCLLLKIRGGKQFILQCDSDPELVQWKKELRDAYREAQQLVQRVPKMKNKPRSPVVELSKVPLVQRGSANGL
# CIT2 TOR yeast: modulators of CIT2-GFP expression in yeast, primary screen, S. cerevisiae, GFP fusion, multiplex flow cytometry, MLPCN library | S. cerevisiae CIT2-GFP strain, 3 h; 100 means same as DMSO wells | actives 0.065% (n = 320,000) | AID 2029, 2009 | GFP response vs DMSO, % at 10 µM;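 active = GFP response relative to DMSO above a set limit, near the screen mean plus 3 SD, cut at about 150% in these data; inconclusive = Fewer than 70 cells measured for a yeast strain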;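 note: ratio of well median GFP fluorescence to mean of DMSO wells on the plate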
# * hit, by the source's call; u = inconclusive; x = not tested or not shown; [ ] = another dose, or the depositor's remark.
SMILES,MEX-5 binding,Fam108B counter,AGP1 TOR yeast,BCLXL inh,GLD-1 RNA inh,MCL1-BIM inh,VLA-4 inh,GRK2 inh,CIT2 TOR yeast
C/C(=N/NC(=O)c1cc(Cl)ccc1O)C12CC3CC(CC(C3)C1)C2,1.1,1,95,7,2,22,-5,1,94
CCCCN(CC)CCNC(=O)Cn1cc2c(n1)-c1c(oc(C(=O)N3CCCC3)c1C)CC2,-1.8,-2,102,1,-4,3,15,6,96
CCCCCCN1CC(=O)N2[C@@H](Cc3c([nH]c4ccccc34)C2(C)C)C1=O,-4.3,1,103,-1,0,-8,27,1,105
O=C(Oc1cc(=O)oc2ccccc12)c1ccccc1,-0.3,0,108,-1,5,-11,42,100*,96
CC(=O)/C(C(=N)N1CCN(c2cccc(Cl)c2)CC1)=C(\C)O,0.6,-6,98,-2,-1,7,-15,0,105
CC(CNC(=O)c1cc(COc2ccc3ncccc3c2)on1)c1ccccc1 (centres undefined),-0.2,-7,99,-1,0,-9,11,2,99
O=C(NCc1ccc(F)cc1)C(=O)c1cn(CC(=O)N2CCCC2)c2ccccc12,-1.7,-1,98[may fluoresce green],6,3,0,3,0,112[may fluoresce green]
Cc1cccc(OCCCN2C(=O)C(=O)c3cc(C)ccc32)c1,-3.2,1,101,-1,7,-8,46,3,102
O=C(NCC(c1ccco1)N1CCOCC1)c1ccc(F)cc1 (centres undefined),0.7,3,104,0,-1,1,1,1,101
CC(C)Cn1c(N)c(C(=O)COC(=O)/C=C/c2cccs2)c(=O)n(C)c1=O,0.7,1,103,0,0,-2,0,0,94
CCCCn1cnc2c1c(=O)[nH]c(=O)n2CCCC,-7.9,0,96,23,19,18,-12,1,99
Cc1ccccc1N/C=C/C(=C(C#N)C#N)N(C)C,0.4,1,99,-1,-2,-3,14,4,97
CN1C(=O)C(C)(C)c2cc(S(=O)(=O)N3CCN(c4ccc(F)cc4)CC3)ccc21,1.7,-5,98,5,10,3,3,0,98
CCOC(=O)N1CCC(NC(=O)CCC(=O)N2CCOc3ccccc32)CC1,1.2,2,106,0,1,-3,15,0,111
Cc1ccccc1C(=O)NNC(=O)C1CC(=O)N(c2ccc3c(c2)OCCO3)C1 (centres undefined),x,x,98,4,-2,8,22,0,96
Cc1ccc(C)c(N2CCN(C(=O)C3CCCN(S(=O)(=O)c4cnc[nH]4)C3)CC2)c1 (centres undefined),-0.9,-1,107,3,7,4,12,3,112
O=C(O)c1cccc(S(=O)(=O)N2CCN(Cc3ccc4c(c3)OCO4)CC2)c1,0.7,-4,98,2,0,-4,2,4,105
CC1(C)CC(NC(=O)c2coc(=O)c(Br)c2)CC(C)(C)N1,0.3,-3,105,2,-2,7,3,0,112
CCOC(=O)C1CCN(S(=O)(=O)c2cc(C(=O)N3CCCCC3)ccc2OC)CC1,1.3,0,102,-1,5,6,1,0,102
CC(=O)N1CCN(c2ccc(OC[C@H]3CO[C@](Cn4ccnc4)(c4ccc(Cl)cc4Cl)O3)cc2)CC1,-1.7,2,87,8,6,16,32,0,82
CC(C)(C)NC(=O)NCc1cccnc1,-0.2,1,104,-6,0,-12,0,3,102
COc1ccc(NC(=O)CCC(=O)N/N=C/c2cn(C)nc2C)cc1,-0.6,-1,101,1,-2,-2,26,2,95
O=C(c1cc2ccccc2oc1=O)N1CCN(CCc2ccccc2)CC1,0.8,1,119,14,6,14,-2,2,110
CC(C)(C)NC(=O)CSc1nnc(-c2ccco2)n1Cc1ccco1,1.3,0,104,-1,-5,0,x,5,97
Cc1ccc(-c2nc3n(n2)Cc2ccccc2-3)cc1,1.9,0,100,3,-3,6,10,12,92
# The list goes on.
SMILES,MEX-5 binding,Fam108B counter,AGP1 TOR yeast,BCLXL inh,GLD-1 RNA inh,MCL1-BIM inh,VLA-4 inh,GRK2 inh,CIT2 TOR yeast
O=C(NNC(=S)Nc1ccccc1)c1ccc2ncccc2c1,-5.5,-4,104,-1,15,0,-5,1,93
O=C(NC(=S)NCC1CCCO1)c1ccc([N+](=O)[O-])cc1 (centres undefined),-0.1,0,95,2,-2,10,19,0,99
Nc1ncccc1C(=O)OCC(=O)N1CCN(S(=O)(=O)c2ccc(Cl)cc2)CC1,x,x,120,5,11,1,-9,0,113
O=C(NCCc1ccccc1)c1ccc(OCCOc2ccccc2)cc1,x,4,104,-4,-1,-6,4,0,98
O=C(NC(=O)c1cc(OCC(F)(F)F)ccc1OCC(F)(F)F)Nc1ccccc1,1.8,-3,100,-3,6,-8,0,98*,92
Cc1ccc2[nH]c(=O)c(C(c3nnnn3C3CCCC3)N(Cc3cccnc3)Cc3ccco3)cc2c1 (centres undefined),-2.0,-5,103,2,3,2,5,1,103
CC(=O)c1ccc(NC(=O)c2ccc(N3C(=O)c4cccnc4C3=O)cc2)cc1,-1.7,5,97,0,2,-4,5,0,96
Cc1occc1-c1nnc(SCC(=O)Nc2ccccc2)n1Cc1ccccc1,1.0,-2,101,-1,1,-7,-11,0,98
CN(C)CCNc1oc(-c2cccc(Cl)c2)nc1C#N,-1.0,4,102,3,0,9,1,1,105
O=S(=O)(NCCc1csc(-c2cccnc2)n1)c1cccc(F)c1,-2.3,1,114,-3,-5,-9,12,2,111
COC(c1ccccc1)c1nnc(CCC(=O)NCCc2ccc(Cl)cc2)o1 (centres undefined),-0.8,-4,100,2,8,10,0,2,95
O=C(CNC(=O)/C(=C\c1ccccc1)NC(=O)c1ccc(Br)cc1)OCc1ccccc1,0.4,0,101,-1,-11,0,3,0,101
O=C1N(c2ccccc2)CCN1c1ccccc1,-1.4,0,96,-1,6,-9,8,0,101
Brc1ccccc1OCCCN1CCCCCC1,-1.6,1,93,0,-5,9,-1,0,109
CCNC(=S)Nc1ccc(-c2nc3ccccc3[nH]2)cc1,-0.5,0,95,6,-3,10,3,0,92
O=C(N/N=C/c1sc(N2CCOCC2)nc1-c1ccccc1)c1ccc(O)cc1,1.1,7,102,6,6,9,-8,10,103
CC(C)Oc1ccc(C(=O)Nc2ncn[nH]2)cc1,2.8,-7,97,3,5,-1,15,0,103
COc1cccc(-c2ccc(NC(=O)C3CCCN(Cc4ccco4)C3)cc2)c1 (centres undefined),3.9,-1,105,5,6,6,8,0,106
O=C(C[n+]1ccccc1)N/N=C/c1ccc(Cl)cc1,x,x,108,-1,4,-4,33,0,102
CC(C)CN(C(=O)COC(=O)CNC(=O)c1ccccc1)c1c(N)n(Cc2ccccc2)c(=O)[nH]c1=O,0.2,0,114,-15,5,-16,2,2,109
Cc1ccc(S(=O)(=O)N2CCOCC2)cc1NC(=O)COC(=O)c1cnccn1,x,x,101,0,3,-3,-14,4,107
CCOc1ccc(S(=O)(=O)NC2CCCCCC2)cc1,0.6,-1,96,-3,-1,-2,23,0,85
O=C(COc1ccccc1)NCCSCc1ccccc1Cl,0.5,2,99,4,-1,-3,16,0,83
O=C(CSc1ccccc1)NCc1ccc(F)cc1,-0.2,2,117,-1,1,-1,11,0,99
COc1ccccc1NS(=O)(=O)c1cc(NC(=O)c2ccccc2F)ccc1N1CCOCC1,1.4,-10,103,-2,0,3,13,0,108

# The final two compounds of the section above open the next one:
SMILES,MEX-5 binding,Fam108B counter,AGP1 TOR yeast,BCLXL inh,GLD-1 RNA inh,MCL1-BIM inh,VLA-4 inh,GRK2 inh,CIT2 TOR yeast
O=C(CSc1ccccc1)NCc1ccc(F)cc1,-0.2,2,117,-1,1,-1,11,0,99
COc1ccccc1NS(=O)(=O)c1cc(NC(=O)c2ccccc2F)ccc1N1CCOCC1,1.4,-10,103,-2,0,3,13,0,108
COc1cccc(CNC(=O)C2CCCN(S(=O)(=O)c3c(C)n[nH]c3C)C2)c1 (centres undefined),2.2,-1,106,-5,-5,-7,4,0,103
CCOc1ccccc1-n1c(SCC(N)=O)nnc1-c1ccccc1,1.7,0,109,-12,2,-19,4,1,104
CCc1cc2c3c([nH]c2cc1S(=O)(=O)NCCCOC)CC(C)(C)CC3=O,-1.2,-1,102,3,3,5,15,2,102
Cc1nn2c(c1-c1ccc(Cl)cc1)N=C(c1ccco1)CC2c1ccccc1 (centres undefined),2.0,-1,95,-3,-2,-1,8,2,97
CC(=O)Nc1c(I)c(C(=O)N[C@H]2C(O)O[C@H](CO)[C@@H](O)[C@@H]2O)c(I)c(N(C)C(C)=O)c1I (some centres undefined),x,-2,88,4,5,5,42,2,80
O=C(NCc1cccnc1)C(=O)NCC(c1ccco1)N1CCN(c2ccc(F)cc2)CC1 (centres undefined),-5.1,1,105,2,4,4,16,0,101
CCOCCCN(C(=O)c1snc(C(N)=O)c1N)C(C(=O)NC1CCCC1)c1ccc(OC)cc1 (centres undefined),1.2,-1,101,-5,-3,-2,2,0,108
CCc1ccccc1NC(=O)N1CCc2ccccc2C1,-2.6,x,89,x,x,x,3,0,82
N#Cc1ccc(C23CC4(C2)[C@H](CN(CC2CCCCC2)[C@@H]4c2ccccc2)C3c2ccccc2)cc1 (some centres undefined),4.5,-5,83,-7,-7,-6,16,0,72
O=C(Nc1ccccc1F)C1CCN(C(=O)Cc2ccccc2)CC1,1.0,1,99,-1,-6,-2,33,2,94
CCCC(=O)Nc1nnc(SCC(=O)N2CCN(c3ccccc3)CC2)s1,-0.5,0,102,-9,11,-19,2,2,92
Nc1nnc(SCC(=O)N2CCN(c3ccccc3)CC2)n1-c1ccccc1,-0.3,3,101,-4,11,2,29,2,102
COc1ccc(S(=O)(=O)NCc2csc(-c3cccnc3)n2)cc1,4.0,-6,100,1,-5,-4,7,1,101
CCOC(=O)N1CCN(C(=O)c2ccc(Cl)c(S(=O)(=O)N3CCOCC3)c2)CC1,-1.5,1,106,1,-8,-1,4,1,102
O=C(CSc1nc2ccc(Nc3nc(N4CCOCC4)nc(N4CCOCC4)n3)cc2s1)Nc1ccccc1Cl,1.1,x,94,x,x,x,17,3,100
Cc1ccc(N2CCN(C(=S)c3ccc(-c4cccc([N+](=O)[O-])c4)o3)CC2)cc1,-2.9,4,98,4,4,11,19,3,104
Cc1cccc2cc3c(N)c(C(=O)N4CCc5ccccc54)sc3nc12,-16,2,u,6,-17,-47,-170,1,89[may fluoresce red]
COc1ccccc1CC(=O)N(Cc1ccccc1)c1cccc(C)c1,3.1,-2,104,4,4,4,-7,4,109
O=C(Nc1ccccc1NC(=O)c1ccccc1F)c1ccccc1F,3.6,x,103,x,x,x,-7,1,105
N#CCCn1cc(/C=N/O)c(-c2ccc(F)cc2)n1,-5.5,9,103,11,2,8,-5,16,106
COc1ccc(NC(=O)COc2ccccc2)cc1NC(=O)c1ccco1,3.1,-2,94,2,11,3,11,0,97
CCN(CC(=O)Nc1cccc(OC)c1)C(=O)c1ccc(C)s1,3.6,-2,98,3,1,5,2,0,99
CN1CCN(c2ccc(NC(=O)COc3ccc(Cl)cc3Cl)cc2)CC1,-0.6,2,99,1,2,1,-8,1,82
Cc1nn(C)c(C)c1/C=C/C(=O)c1ccccc1,2.0,1,93,2,2,-1,-4,0,105

# Screening results as filed in PubChem BioAssay.
